Screening results deposited in PubChem BioAssay by National Center for Advancing Translational Sciences (NCATS).
HEK293 tox: cytotoxic in the GLP-1 receptor inverse agonist counter-screen. HEK293 cAMP-luciferase reporter cells, luminescence, 24 h. AID 624418. 0.13% of 410,000 active. Potency, µM (doses to about 38.3 µM), for the others: at the highest dose activity change, negative = inhibition, hits mostly inhibitors;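 note: loss of luciferase light is scored as toxicity; potency is the fitted concentration of half-maximal effect; % is set by controls: 0 for no effect and ±100 for the full control effect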
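Cells in DMEM/10% Nu serum/1% pen-strep, 1536-well format. Pre-incubated 12 h, dosed with 23 nL compound, incubated a further 24 h. Luciferase detection, 12 min at room temp, luminescence.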
TDP43 rescue: rescues yeast growth from TDP-43 toxicity; Potency, µM (titrated, usually from 46.1 µM), for inactives: top-dose growth rescue (activation), actives largely listed as activators; TDP-43 expressing yeast growth rescue, BacTiter-Glo, 24 h; 1.8% of 410,000 active; note: potency is the fitted concentration of half-maximal effect; % of control where 0% means no effect; nearly all actives have a fitted effect of over 50% in size
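Galactose-induced TDP-43 yeast, OD600=0.02, compound pinned; 24 hr, 30 deg C; BacTiter-Glo luminescence for growth. Inhibitors of TDP-43 toxicity read as activators.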
KB-V1 cytotox: KB-V1 MDR subline cytotoxicity; 3.4% of 400,000 active; Potency, µM (titrated, usually from 46.1 µM), inactives show top-dose activity change, negative = cytotoxicity, hits mostly cytotoxic; KB-V1 MDR cells viability, CellTiter-Glo, 72 h; AID 1347076; note: potency is the fitted concentration of half-maximal effect; % is set by controls: 0 for no effect and ±100 for the full control effect; nearly all actives have a fitted effect of over 60% in size
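KB-V1 cells (P-gp-expressing MDR subline of KB-3-1) in phenol-red-free DMEM with 10% FBS were exposed to library compounds over a concentration series for 72 h at 37 degrees C. Viability read by CellTiter-Glo luminescence; concentration-effect curves fitted after normalization.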
GLP1R ag: agonists of human GLP-1 receptor. HEK293 GLP-1R CRE-luciferase, luminescence, 4-6 h; cells express a hypersensitive GLP-1R form. 0.007% of 380,000 active. Potency, µM (highest dose often 45.6 µM), for inactives: at the highest dose activation, actives largely listed as activators. AID 624172; note: potency is the fitted concentration of half-maximal effect; % of control where 0% means no effect
Target sequence (P43220 whole entry, looked up): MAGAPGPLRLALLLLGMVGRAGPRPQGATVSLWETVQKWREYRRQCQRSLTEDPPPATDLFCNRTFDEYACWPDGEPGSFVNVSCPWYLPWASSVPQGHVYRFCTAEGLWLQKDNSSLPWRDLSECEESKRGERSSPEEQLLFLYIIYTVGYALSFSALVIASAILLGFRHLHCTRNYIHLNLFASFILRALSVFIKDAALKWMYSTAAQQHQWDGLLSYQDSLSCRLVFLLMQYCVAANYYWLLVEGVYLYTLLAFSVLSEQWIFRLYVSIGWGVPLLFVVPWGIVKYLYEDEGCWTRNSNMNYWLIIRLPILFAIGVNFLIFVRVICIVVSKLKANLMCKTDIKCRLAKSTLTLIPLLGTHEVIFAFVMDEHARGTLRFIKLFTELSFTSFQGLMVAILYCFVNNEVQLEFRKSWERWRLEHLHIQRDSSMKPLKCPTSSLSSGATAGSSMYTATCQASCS
D3 ag: D3 dopamine receptor (human) agonism; D3R DiscoveRx beta-arrestin cells, luminescence, 90 min; P35462; 0.58% of 410,000 active; max activation, %; in the data active = max activation above about 30%; note: 0% is about no effect; mostly tested at two doses, the higher about 12 µM
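Agonist-mode cell screen: cells plated at 1500/well and incubated overnight at 37 °C, then exposed to library compounds for 90 min at 37 °C. Detection reagent was added for 30–60 min at room temperature, and luminescence was read.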
D3 antag: blocks the human D3 dopamine receptor. D3R cells, DiscoveRx beta-arrestin luminescence, antagonist mode; active compounds read low. max response, negative = inhibition, %. 2.5% of 360,000 active. AID 652054; in the data active = max response below about -50%; inconclusive = no clear call, values can overlap the other calls; note: % is set by controls: 0 for no effect and ±100 for the full control effect; mostly tested at two doses, the higher about 12 µM
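Cells expressing the human receptor were seeded at 1500 cells/well, incubated overnight at 37 degrees C in 5% CO2, then exposed to library compounds with dopamine controls for 90 minutes at 37 degrees C before luminescent detection.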
GLP1R inv ag: acts as inverse agonist at human GLP-1 receptor | P43220 | AID 624417 | HEK293 GLP-1R CRE-luciferase, luminescence, 24 h; GLP-1R form is constitutively active | Potency, µM (top dose mostly 38.3 µM), inactives show top-dose activity change, negative = inhibition, hits mostly inhibitors | 1.6% of 410,000 active; note: potency is the fitted concentration of half-maximal effect; % is set by controls: 0 for no effect and ±100 for the full control effect; nearly all actives have a fitted effect of over 55% in size
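HEK293 cells stably co-expressing constitutively active GLP-1R and a cAMP-responsive luciferase reporter were seeded in DMEM with 10% Nu serum, given compounds after 12 h, and incubated 24 h at 37 deg C. Luminescence was then read.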
PTHR1 ag: agonists of human PTHR1 parathyroid hormone receptor. 0.075% of 410,000 active. Potency, µM (top dose mostly 115 µM), for the others: at the highest dose activation, actives largely listed as activators. AID 743266. HEK293 GP2 PTHR1 cells, GloSensor cAMP luminescence, 1 h. Q03431; note: potency is the fitted concentration of half-maximal effect; nearly all actives have a fitted effect of over 55% in size; some results filed as inactive show a strong effect at the top dose; inactives centre near -15; many of its hits are not listed in these tables
Target sequence (Q03431 whole entry, looked up): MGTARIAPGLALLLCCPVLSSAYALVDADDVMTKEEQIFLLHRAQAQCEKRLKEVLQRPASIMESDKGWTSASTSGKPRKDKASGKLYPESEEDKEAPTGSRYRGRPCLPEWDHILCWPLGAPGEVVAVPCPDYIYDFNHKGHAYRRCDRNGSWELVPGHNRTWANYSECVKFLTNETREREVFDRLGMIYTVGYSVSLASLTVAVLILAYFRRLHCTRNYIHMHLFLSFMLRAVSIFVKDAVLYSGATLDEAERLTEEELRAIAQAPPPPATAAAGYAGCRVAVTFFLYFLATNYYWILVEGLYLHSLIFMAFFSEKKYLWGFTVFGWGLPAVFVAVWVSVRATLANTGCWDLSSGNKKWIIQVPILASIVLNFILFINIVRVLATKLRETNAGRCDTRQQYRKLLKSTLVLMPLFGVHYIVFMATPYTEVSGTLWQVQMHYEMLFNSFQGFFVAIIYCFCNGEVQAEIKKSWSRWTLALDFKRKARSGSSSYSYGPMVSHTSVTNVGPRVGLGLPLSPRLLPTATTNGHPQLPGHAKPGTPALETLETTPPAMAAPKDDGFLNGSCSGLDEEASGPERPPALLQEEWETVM
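HEK-293-derived GP2 cells expressing PTHR1 and a GloSensor cAMP reporter, 3,000/well, plated overnight, given luciferin plus IBMX (each 0.5 mM as added) for 1 h at 37 °C, then compound for 1 h at 37 °C. Luminescence was read after 15 min at room temperature.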
aSyn yeast inh: rescues yeast growth from alpha-synuclein toxicity. Yeast expressing alpha-synuclein, growth rescue, BacTiter-Glo, 24 h. 0.14% of 370,000 active. AID 652106. Potency, µM (series often up to 46.1 µM), inactives show top-dose growth rescue (activation), actives largely listed as activators; note: potency is the fitted concentration of half-maximal effect; % of control where 0% means no effect; nearly all actives have a fitted effect of over 65% in size
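Rescue of yeast growth: cells expressing toxic alpha-synuclein, induced in galactose at OD600 0.02, incubated with compound 24 h at 30 C. ATP luminescence quantified growth; inhibitors of toxicity appear as activators.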
Starred values were filed as active, the others as inactive; i = inactive; ? = inconclusive; · = no result given; [ ] = another dose, or the depositor's remark. Unless noted, calls come from the whole dose curve; as a rule, active = well fitted curve in the direction sought with a large enough effect; inconclusive = small, poorly fitted or top-dose-only effect, or another doubt; inactive = no such curve, though single readings can be large; an effect the other way counts as inactive or inconclusive. An excerpt (hit frequency here may not be typical).

SMILES	HEK293 tox	TDP43 rescue	KB-V1 cytotox	GLP1R ag	D3 ag	D3 antag	GLP1R inv ag	PTHR1 ag	aSyn yeast inh
Cc1cc(C)nc(N2CCN(c3nc(-c4ccccc4)nc4c3oc3ccccc34)CC2)n1	-1%	6%	13%	0%	3	1	6%	i	-4%
CCN(CC)c1ccc(NC(=O)COc2ccccc2C)cc1S(=O)(=O)Nc1ccccc1OC	3%	7%	?	-10%	-2	4	?	i	-35%[inhibitor]
COCCNC(=O)C1CC(c2cccc(OC)c2)=NO1 (stereo not given)	2%	16%	-18%	0%	3	9	8%	i	-6%
O=C(O)C1=C[C@H](c2coc3ccccc3c2=O)C[C@H](OCc2ccc(CO)cc2)O1	1%	3%	0%	-2%	1	23	3%	-9%	-1%
CCCn1c(COc2cccc(C)c2)nc2ccccc21	-2%	?	-9%	·	41*	·	?	-51%[inhibitor]	·
O=C(c1cnc(Cl)c(Cl)c1)N1CCN(S(=O)(=O)c2ccc3ccccc3c2)CC1	-23%	14%	3%	-41%[inhibitor]	-18	-11	?	-86%[inhibitor]	3%
COc1ccc(NC(=O)c2ccc3ccccc3c2)cc1	-2%	22%	25%	-1%	2	0	8%	-33%[inhibitor]	1%
Cc1ccc(NC(=O)C(=O)NCCN2CCN(S(C)(=O)=O)CC2)cc1	-5%	-16%	9%	5%	-7	-5	2%	0%	1%
Cc1ccc(NCc2ccccc2OCc2ccccc2F)cc1	22%	10%	2%	-3%	3	-11	?	-13%	-6%
CCOC(=O)C1=C(C)NC(=O)NC1c1c(OC)ccc2ccccc12 (stereo not given)	-15%	-12%	-14%	9%	-22	7	-7%	-3%	-11%
Cc1ccc(C(=O)NC(=S)Nc2cccc(-c3nc4ccccc4s3)c2)cc1	5%[1.53 µM]	19%	2%	-1%	-2	-2	32%[activator]	i	3%
COc1ccccc1Sc1nc(-c2ccccc2)ncc1OC	5%	-6%[0.397 µM]	17%	2%	2	10	?	-12%	8%
CC(C)CC(C(=O)NC1CCCCC1)N(Cc1ccccc1)C(=O)c1snc(C(N)=O)c1N (stereo not given)	19%	-22%	-34%	17%	-6	4	?	-69%[inhibitor]	-5%
Cc1cc(=O)oc2cc(NC(=O)c3cccc(Br)c3)ccc12	-18%	15%	?	0%	2	16	30%	i	13%
CCOC(=O)C1CCCN(Cc2nc(CC3CC3)no2)C1 (stereo not given)	8%	-17%	8%	11%	3	-14	16%	-15%	-5%
Cc1cc(C(F)(F)F)nn1CC(=O)N1CCCCC1C (stereo not given)	-14%	0%	5%	-8%	2	9	-4%	15%[57.5 µM]	6%
CNC(=O)c1ccc(-c2ccc(F)cc2)s1	8%	22%	-7%	3%	-4	15	68%[activator]	-32%[inhibitor][57.5 µM]	-15%
Cc1nc(C(=O)N2CCCC(N3CCN(c4ccc(F)cc4)CC3)C2)cs1 (stereo not given)	4%	4%	-21%	-1%	-8	?	-8%	-57%[inhibitor]	3%
NS(=O)(=O)c1ccc(NC(=S)NCc2ccc3c(c2)OCO3)cc1	-8%	-15%	-19%	12%	-2	10	-24%	-37%[inhibitor]	-5%
CCN1CCN(C(=O)c2cccc(OC3CCN(S(C)(=O)=O)CC3)c2)[C@@H](C)C1=O	-3%	22%	·	-11%	11	16	14%	-17%	-1%
c1ccc(Cn2nnnc2C(c2ccncc2)N2CCOCC2)cc1 (stereo not given)	0%	-17%	12%	2%	-13	-15	10%	-4%[57.5 µM]	-2%
CC(C(=O)Nc1ccccn1)N1C(=O)c2ccccc2S1(=O)=O (stereo not given)	-15%	2%	-14%	17%	4	-10	-5%	i	-1%
CC(NS(=O)(=O)c1ccc(Br)cc1)C(c1cccs1)N1CCOCC1 (stereo not given)	-25%	16%	4%	-3%	-1	19	?	-20%	3%
COc1ccc(N2C(=O)CSC23C(=O)N(CC(N)=O)c2ccccc23)cc1 (stereo not given)	1%	17%	0%	-4%	-1	·	7%	i	1%
CN(C)S(=O)(=O)c1cccc(NC(=O)COc2cccc(C#N)c2)c1	5%	-1%	?	6%	2	1	-3%	-6%	-4%

Remaining list, next part
SMILES	HEK293 tox	TDP43 rescue	KB-V1 cytotox	GLP1R ag	D3 ag	D3 antag	GLP1R inv ag	PTHR1 ag	aSyn yeast inh
C[n+]1c(-c2ccccc2)cc2c(=Cc3ccccc3)c3ccccc3n21	?	-30%	?	-4%	-9	-27	?	-41%[inhibitor]	-15%
O=C(O)c1cc([N+](=O)[O-])ccc1NCc1ccccn1	-23%	6%	14%	-6%	2	?	3%	-14%	-3%
COc1cc2cc(C(=O)N/N=C/c3ccc(F)cc3)[nH]c2cc1OC	8%	11%	3%	10%	-4	1	12%	i	-1%
C=CCSc1nc2c(sc3nc(C)cc(C)c32)c(=O)[nH]1	5%	1%	1%	-5%	-5	-23	38%[activator]	i	0%
O=C(CNS(=O)(=O)c1ccc(Br)s1)N1CCC(N2CCCCC2)CC1	-3%	1%	5%	0%	-1	-10	14%	24%[57.5 µM]	1%
Cc1cc(C(=O)CSc2nnc(-c3ccc(Cl)cc3)n2C)c(C)n1CC1CCCO1 (stereo not given)	-26%	-20%	-12%	1%	-4	-24	0%	i	11%
O=C1CC(NCc2ccccc2F)C(=O)N1c1ccccc1 (stereo not given)	2%	-14%	2%	9%	6	-29	0%	-18%[57.5 µM]	0%
COc1ccc(-c2csc(C(O)c3ccccc3)n2)cn1 (stereo not given)	4%	?	1%	-7%	-1	-16	4%	-13%	-2%
CN(C)c1ccc(CNS(=O)(=O)c2ccc(-c3cc(C(F)(F)F)on3)s2)cc1	-1%	20%	·	·	4	·	-6%	-9%	·
COc1cc(NC(=O)CCc2nnc3ccc(NCc4ccco4)nn23)cc(OC)c1	-6%	-2%	25%	11%	-5	-11	35%[activator]	i	-4%
COc1ccc(NC(=O)c2sc3nc4c(cc3c2N)CN(C(C)C)CC4)c(OC)c1	-3%	14%	7%	·	1	·	13%	-33%[inhibitor]	·
C=CCNC(=O)c1ccccc1NC(=O)C1CC(=O)N(C(C)C)C1 (stereo not given)	-5%	11%	6%	0%	-1	6	8%	-23%	-2%
Cn1ncc(Cl)c1C(=O)N/N=C/c1cc2c(cc1[N+](=O)[O-])OCO2	1%	15%	-3%	7%	-6	-9	0%	i	-5%
CCOc1ccc(C(C)NC(=O)c2cccc(F)c2)cc1 (stereo not given)	96%[activator]	?	?	2%	1	4	1%	-9%	-5%
CC(=O)COc1ccc2c(C)c(-c3ccccc3)c(=O)oc2c1	3%	?	?	8%	7	10	9%	-46%[inhibitor]	3%
O=C(NC(Cc1ccccc1)C(=O)NC(Cc1ccccc1)C(=O)O)c1ccccc1 (stereo not given)	0%	21%	2%	1%	1	11	6%	-22%	2%
CCOc1ccc(N2C(=O)C3ON(c4ccccc4)C(c4ccco4)C3C2=O)cc1 (stereo not given)	1%	0%	-12%	4%	3	-8	14%	i	?
COC(=O)Nc1nnc(Cc2ccc(Cl)cc2)s1	-4%	15%	0%	1%	-5	1	13%	i	3%
C=CCn1cn[nH]c1=S	3%	14%	-6%	1%	14	12	9%	i	-1%
Cc1ccc(C(=O)NN2C(=O)C3C4C=CC(C5CC45)C3C2=O)cc1 (stereo not given)	0%[7.66 µM]	18%[9.22 µM]	?	4%	2	9	-12%[7.66 µM]	-20%	0%
Cc1cccc(CSc2ccc3nnc(CCNS(=O)(=O)c4ccccc4)n3n2)c1	2%	11%	6%	·	0	·	5%	-13%	·
Cc1cc(C)cc(NC(=O)COC(=O)COc2cccc3c2OC(C)(C)C3)c1	-5%	6%	11%	-10%	3	-2	10%	-23%	-4%
COCCn1cnc2c1c(=O)n(CC(=O)OCC(=O)NCC(F)(F)F)c(=O)n2Cc1ccccc1	19%	-7%	0%	2%	5	4	2%	i	2%
COC(=O)c1ccccc1NC(=O)c1cnn2c(C)cc(C)nc12	1%	30%	-6%	8%	5	2	22%	-18%	5%
O=C(CNC(=O)/C(=C\c1ccc(Br)cc1)NC(=O)c1ccccc1)OCc1ccccc1	9%	3%	4%	2%	10	10	?	-13%	4%

By substructure: the compounds so far with a furan ring, fused or not
SMILES	HEK293 tox	TDP43 rescue	KB-V1 cytotox	GLP1R ag	D3 ag	D3 antag	GLP1R inv ag	PTHR1 ag	aSyn yeast inh
Cc1cc(C)nc(N2CCN(c3nc(-c4ccccc4)nc4c3oc3ccccc34)CC2)n1	-1%	6%	13%	0%	3	1	6%	i	-4%
COc1cc(NC(=O)CCc2nnc3ccc(NCc4ccco4)nn23)cc(OC)c1	-6%	-2%	25%	11%	-5	-11	35%[activator]	i	-4%
CCOc1ccc(N2C(=O)C3ON(c4ccccc4)C(c4ccco4)C3C2=O)cc1 (stereo not given)	1%	0%	-12%	4%	3	-8	14%	i	?

Next part:
SMILES	HEK293 tox	TDP43 rescue	KB-V1 cytotox	GLP1R ag	D3 ag	D3 antag	GLP1R inv ag	PTHR1 ag	aSyn yeast inh
CC(=O)NCCn1c(SCc2cccc([N+](=O)[O-])c2)nc2ccccc2c1=O	-4%	14%	?	7%	-4	0	13%	-14%	1%
COCCNC(=O)CCCn1c(=O)c2ccccc2n(Cc2cccc([N+](=O)[O-])c2)c1=O	?	-9%	-1%	-1%	-3	-15	-30%	-9%	-1%
Cc1ccccc1-c1cc2nc(C)c(C)c(=O)n2[nH]1	5%	8%	-17%	0%	2	?	25%	i	0%
CCOC(=O)N1CCC(NS(=O)(=O)c2ccc(NC(C)=O)c(Cl)c2)CC1	0%	-1%	?	2%	3	8	?	-27%	-18%
CC1(C)C(=O)C2(CCCCC2)C(=O)OC1c1cccc([N+](=O)[O-])c1 (stereo not given)	3%	-14%[0.397 µM]	-3%	13%	-6	-6	2%	-8%	-2%
CC1CCN(CCCNS(=O)(=O)c2cc(Br)cc3c2N(C(=O)C2CC2)CC3)CC1	?	19%	?	4%	-2	-5	?	i	0%
